Compound activity deposited in PubChem BioAssay by The Scripps Research Institute Molecular Screening Center.
CHRM5 PAM: positive allosteric modulators of human muscarinic M5 receptor; P08912; CHO-K1 hM5, Fluo-8 calcium, ACh EC20 PAM; 0% = ACh EC20, 100% = ACh EC100; activation, % at 3 µM; 0.3% of 360,000 active; AID 624038;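 active means activation above the run cutoff, the mean activation of all test compounds plus 3 SD, cut at about 18% in these data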
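Measured by: Fluo-8 calcium fluorescence; material: human M5 receptor in CHO-K1 cells; schedule: Post-acetylcholine fluorescence recording 140 s; benchmarks: low control EC20 acetylcholine (0%), high control EC100 acetylcholine (100%); read-out: Max/basal fluorescence ratio as % of EC20–EC100 ACh window; compound: single dose, 3 µM nominal final test concentration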
CHRM4 antagonist: blocks acetylcholine activation of human M4 receptor; 0.73% of 360,000 active; CHO-hM4 cells, ACh EC80, Fluo-8 calcium fluorescence; inhibition, % at 3 µM; P08173;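 active means inhibition above its plate's cutoff, the mean inhibition of sample wells plus 3 SD, cut at about 27% in these data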;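 further: 0% = acetylcholine EC80 with DMSO and 100% = DMSO without agonist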
Target sequence (P08173 whole entry, looked up): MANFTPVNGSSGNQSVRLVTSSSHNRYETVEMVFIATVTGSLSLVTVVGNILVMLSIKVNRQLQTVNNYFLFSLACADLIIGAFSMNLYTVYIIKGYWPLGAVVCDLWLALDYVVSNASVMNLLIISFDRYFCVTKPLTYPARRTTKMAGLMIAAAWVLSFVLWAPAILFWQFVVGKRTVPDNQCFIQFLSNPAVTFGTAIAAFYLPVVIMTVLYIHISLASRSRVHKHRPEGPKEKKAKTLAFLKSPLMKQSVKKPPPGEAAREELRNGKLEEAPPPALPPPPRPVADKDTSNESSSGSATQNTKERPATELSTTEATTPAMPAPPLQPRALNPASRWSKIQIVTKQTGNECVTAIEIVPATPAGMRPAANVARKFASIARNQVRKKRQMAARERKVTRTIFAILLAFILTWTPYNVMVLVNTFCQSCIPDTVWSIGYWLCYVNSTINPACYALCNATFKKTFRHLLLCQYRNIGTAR
CHRM1 agonist: activates human CHRM1 receptor | P11229 | CHO-K1 hM1, Fluo-8 calcium fluorescence, agonist mode; 0% DMSO, 100% acetylcholine EC100 | activation, % at 3 µM | 0.33% of 360,000 active;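 active means activation above the run's mean compound activation plus 3 SD, cut at about 16% in these data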;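 further: peak over basal fluorescence ratio within a 140 s kinetic read after compound addition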
Target sequence (P11229 whole entry, looked up): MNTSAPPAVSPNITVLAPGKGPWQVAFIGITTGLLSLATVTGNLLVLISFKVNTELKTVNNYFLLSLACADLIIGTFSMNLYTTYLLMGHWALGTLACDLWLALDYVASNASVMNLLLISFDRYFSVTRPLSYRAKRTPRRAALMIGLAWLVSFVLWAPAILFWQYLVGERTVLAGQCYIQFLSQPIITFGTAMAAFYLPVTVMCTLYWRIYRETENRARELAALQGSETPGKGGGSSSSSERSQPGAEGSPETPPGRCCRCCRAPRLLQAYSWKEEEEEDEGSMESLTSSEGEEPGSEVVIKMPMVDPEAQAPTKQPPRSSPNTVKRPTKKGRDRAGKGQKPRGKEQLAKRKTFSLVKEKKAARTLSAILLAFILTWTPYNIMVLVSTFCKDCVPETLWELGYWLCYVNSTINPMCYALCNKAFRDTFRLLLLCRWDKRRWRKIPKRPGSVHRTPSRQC
CHRM1 PAM: positive allosteric modulators of human M1 muscarinic receptor; CHO-K1 hM1, Fluo-8 calcium fluorescence, ACh EC20; 0% = ACh EC20, 100% = maximal ACh; AID 588819; activation, % at 3 µM; 0.088% of 360,000 active; P11229; in the data active means activation above about 19%, passing the limit was not always enough
M1 antag: antagonists of human M1 muscarinic receptor; P11229; CHO-K1 hM1, Fluo-8 calcium fluorescence, ACh EC80 antagonist; inhibition, % at 3 µM; 1.3% of 360,000 active; AID 588852;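 active means percent inhibition above its own plate's cutoff, namely the mean of that plate's compound wells plus 3 SD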;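 further: peak over basal fluorescence ratio during 140 s after agonist addition; 0% = ACh EC80 plus DMSO and 100% = DMSO alone without agonist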
TAAR1 agonist: agonists of human TAAR1; CHO RD-HGA16 TAAR1, Fluo-8 calcium fluorescence; vehicle wells 0%, saturating PEA agonist 100%; activation, % at 3 µM; 0.99% of 360,000 active; AID 624467;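 active means activation above the mean activation of all test compounds in the run plus 3 SD, cut at about 38% in these data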
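Assay system – CHO-derived RD-HGA16 cells with stable Gα16 and human TAAR1 · Compound dosing – one-point dosing at 3 µM (nominal) · Incubation – 17-24 h seeding, 75 min 37 °C dye, 30 min RT · Measured by – kinetic Fluo-8 calcium fluorescence · Control set – DMSO vehicle as 0%, PEA at EC100 as 100% · Repeats – single well for each compound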
M5 antag: blocks acetylcholine activation of human M5 receptor. CHO-hM5 cells, Fluo-8 calcium fluorescence, ACh EC80. inhibition, % at 3 µM. 0.59% of 360,000 active. AID 624040;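 active means inhibition above a per-plate cutoff, the mean of that plate's test compounds plus 3 SD, cut at about 27% in these data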;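 further: 0% = acetylcholine EC80 with DMSO and 100% = DMSO without agonist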
CHRM4 agonist: agonists of human muscarinic M4 receptor (CHRM4); P08173; CHO-K1 hM4/Gqi5, Fluo-8 calcium fluorescence; vehicle 0%, full acetylcholine response 100%; activation, % at 3 µM; 0.14% of 360,000 active;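 active means activation above the run mean over all test wells plus 3 SD, cut at about 32% in these data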;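 further: peak over basal fluorescence ratio per well then scaled between controls; 0% = DMSO wells and 100% = acetylcholine at EC100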
CHRM5 agonist: CHRM5 agonism in calcium assay | P08912 | CHO-K1 hM5 cells, Fluo-8 calcium fluorescence; 0% DMSO wells, 100% maximal acetylcholine response | activation, % at 3 µM | 0.19% of 360,000 active | AID 624037;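 active means activation above the run's mean over test compounds plus 3 SD, cut at about 23% in these data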;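 further: signal is peak over basal fluorescence ratio across the kinetic read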
* marks the source's active call; other numbers are inactive results. A portion of the library, so the mix of outcomes need not match the whole.

What do the screens show for `Cc1c(NC(=O)C(=O)/C=C(\O)c2ccc(Br)cc2)c(=O)n(-c2ccccc2)n1C`?
CHRM5 PAM: -3; CHRM4 antagonist: 3; CHRM1 agonist: -7; CHRM1 PAM: 5; M1 antag: -4; TAAR1 agonist: 0; M5 antag: 6; CHRM4 agonist: 1; CHRM5 agonist: -5

How did CCOc1ccc(NC(=O)CC2C(=O)N(c3ccccc3)C(=O)N2Cc2ccccn2)cc1 (stereo unspecified) do in these assays?
CHRM5 PAM: -7; CHRM4 antagonist: -4; CHRM1 agonist: 1; CHRM1 PAM: -1; M1 antag: -10; TAAR1 agonist: 9; M5 antag: 0; CHRM4 agonist: 16; CHRM5 agonist: 5

Results for CCn1c(-c2csc(-c3ccc(Cl)cc3)n2)n[nH]c1=S ?
CHRM5 PAM: -1; CHRM4 antagonist: 7; CHRM1 agonist: 0; CHRM1 PAM: 6; M1 antag: -8; TAAR1 agonist: -1; M5 antag: 4; CHRM4 agonist: -1; CHRM5 agonist: -1

Results for OC1CCCC1 ?
CHRM5 PAM: 3; CHRM4 antagonist: -22; CHRM1 agonist: -1; CHRM1 PAM: 9; M1 antag: -10; TAAR1 agonist: 1; M5 antag: 3; CHRM4 agonist: 9; CHRM5 agonist: 2

How did CC(C)c1ccc2nc(SCC(=O)NCC3CCCO3)c(C#N)cc2c1 (stereo unspecified) do in these assays?
CHRM5 PAM: -3; CHRM4 antagonist: -9; CHRM1 agonist: 1; CHRM1 PAM: 5; M1 antag: -7; TAAR1 agonist: 5; M5 antag: 15; CHRM4 agonist: 2; CHRM5 agonist: -3

How did COc1ccc(OC)c(NC(=O)C2=C(C)Nc3ncnn3C2c2cccs2)c1 (stereo unspecified) do in these assays?
CHRM5 PAM: -2; CHRM4 antagonist: 7; CHRM1 agonist: -2; CHRM1 PAM: 3; M1 antag: -8; TAAR1 agonist: 0; M5 antag: 2; CHRM4 agonist: 1; CHRM5 agonist: 2

Results for O=C(Nc1ccc(N2CCOCC2)c(Cl)c1)c1ccc(-n2cnnc2)cc1 ?
CHRM5 PAM: 1; CHRM4 antagonist: -1; CHRM1 agonist: -1; CHRM1 PAM: -4; M1 antag: 8; TAAR1 agonist: 2; M5 antag: -2; CHRM4 agonist: 1; CHRM5 agonist: -3

What do the screens show for `CC(Sc1ccc(S(=O)(=O)N2CCN(C)CC2)cn1)C(=O)Nc1cccc(Cl)c1Cl` (stereo unspecified)?
CHRM5 PAM: 8; CHRM4 antagonist: 2; CHRM1 agonist: -6; CHRM1 PAM: 9; M1 antag: -4; TAAR1 agonist: 3; M5 antag: 1; CHRM4 agonist: 6; CHRM5 agonist: 0

How did COc1cccc(Nc2nc3ccccc3n2C(C)C)c1 do in these assays?
CHRM5 PAM: 0; CHRM4 antagonist: -2; CHRM1 agonist: -7; CHRM1 PAM: 1; M1 antag: 1; TAAR1 agonist: 3; M5 antag: 0; CHRM4 agonist: 1; CHRM5 agonist: -3

What do the screens show for `C/C(=N\NC(=O)Nc1ccccc1)c1ccccc1`?
CHRM5 PAM: 0; CHRM4 antagonist: -7; CHRM1 agonist: -2; CHRM1 PAM: -1; M1 antag: 7; TAAR1 agonist: 1; M5 antag: 2; CHRM4 agonist: -1; CHRM5 agonist: -2

How did O=C(Nc1cccnc1Cl)c1noc2c1CCc1ccccc1-2 do in these assays?
CHRM5 PAM: 5; CHRM4 antagonist: 14; CHRM1 agonist: -2; CHRM1 PAM: 6; M1 antag: -10; TAAR1 agonist: 0; M5 antag: -5; CHRM4 agonist: 1; CHRM5 agonist: 0

Results for COc1cc(C(=O)NCCNC(=O)c2ccco2)cc(OC)c1OC ?
CHRM5 PAM: -5; CHRM4 antagonist: -18; CHRM1 agonist: -3; CHRM1 PAM: 12; M1 antag: -11; TAAR1 agonist: 1; M5 antag: 11; CHRM4 agonist: 2; CHRM5 agonist: 0

Results for COc1ccc(C2(C(=O)NCCCN(C)C)CCOCC2)cc1 ?
CHRM5 PAM: 3; CHRM4 antagonist: -5; CHRM1 agonist: -9; CHRM1 PAM: 5; M1 antag: -12; TAAR1 agonist: 0; M5 antag: -1; CHRM4 agonist: 0; CHRM5 agonist: 1

Results for CCc1ccc(NC(=O)C(=S)NC2CCCCC2)cc1 ?
CHRM5 PAM: -1; CHRM4 antagonist: -2; CHRM1 agonist: -1; CHRM1 PAM: 10; M1 antag: -10; TAAR1 agonist: 0; M5 antag: 4; CHRM4 agonist: 0; CHRM5 agonist: 1

Results for FC(F)(F)c1cccc(Cn2cnc(NC(=S)NCCc3ccccc3)n2)c1 ?
CHRM5 PAM: 3; CHRM4 antagonist: 0; CHRM1 agonist: -5; CHRM1 PAM: 4; M1 antag: -3; TAAR1 agonist: 4; M5 antag: 0; CHRM4 agonist: 1; CHRM5 agonist: -4

Results for CC(C)CC(=O)Nc1nnc(S(=O)(=O)Nc2ccccc2)s1 ?
CHRM5 PAM: -2; CHRM4 antagonist: 9; CHRM1 agonist: -2; CHRM1 PAM: 3; M1 antag: -3; TAAR1 agonist: 4; M5 antag: 18; CHRM4 agonist: 0; CHRM5 agonist: -3

How did COc1ccc(S(=O)(=O)N2CCCCCC2)cc1C(=O)OCC(=O)NCC(C)C do in these assays?
CHRM5 PAM: 11; CHRM4 antagonist: -11; CHRM1 agonist: -4; CHRM1 PAM: 8; M1 antag: -24; TAAR1 agonist: 5; M5 antag: -13; CHRM4 agonist: 3; CHRM5 agonist: -1

How did COc1ccc(CCNC(=O)CN2C(=O)c3ccccc3S2(=O)=O)cc1 do in these assays?
CHRM5 PAM: -1; CHRM4 antagonist: -9; CHRM1 agonist: -2; CHRM1 PAM: -2; M1 antag: 4; TAAR1 agonist: 5; M5 antag: -1; CHRM4 agonist: 2; CHRM5 agonist: 2

Results for CCOC(=O)c1cncc(O)c1 ?
CHRM5 PAM: 2; CHRM4 antagonist: 6; CHRM1 agonist: -3; CHRM1 PAM: 1; M1 antag: -4; TAAR1 agonist: 0; M5 antag: 8; CHRM4 agonist: 0; CHRM5 agonist: -2

How did O=C(OCC(=O)N1CCN(c2ccccc2)CC1)c1cc(F)c(F)cc1Cl do in these assays?
CHRM5 PAM: -1; CHRM4 antagonist: 1; CHRM1 agonist: -3; CHRM1 PAM: 1; M1 antag: -2; TAAR1 agonist: 1; M5 antag: 8; CHRM4 agonist: 0; CHRM5 agonist: 0

What do the screens show for `Cc1ccc(-c2nc(CS(=O)CC(=O)NCc3ccco3)c(C)o2)cc1` (stereo unspecified)?
CHRM5 PAM: 2; CHRM4 antagonist: -3; CHRM1 agonist: -4; CHRM1 PAM: 13; M1 antag: -22; TAAR1 agonist: -2; M5 antag: 13; CHRM4 agonist: 0; CHRM5 agonist: -1

What do the screens show for `Cc1[nH]c2ccccc2c1CC(=O)O`?
CHRM5 PAM: -2; CHRM4 antagonist: 12; CHRM1 agonist: -3; CHRM1 PAM: 5; M1 antag: -8; TAAR1 agonist: 21; M5 antag: 7; CHRM4 agonist: 1; CHRM5 agonist: -1

What do the screens show for `O=C(NCC(=O)N1CCCC1)NN=Cc1ccccc1O`?
CHRM5 PAM: -1; CHRM4 antagonist: 5; CHRM1 agonist: -3; CHRM1 PAM: -4; M1 antag: 8; TAAR1 agonist: 11; M5 antag: 0; CHRM4 agonist: 0; CHRM5 agonist: -1

What do the screens show for `CCOC(=O)c1c(NC(=O)c2ccccc2C)sc2c1CC(C)(C)OC2`?
CHRM5 PAM: -2; CHRM4 antagonist: -9; CHRM1 agonist: 0; CHRM1 PAM: 1; M1 antag: -9; TAAR1 agonist: 2; M5 antag: -1; CHRM4 agonist: -1; CHRM5 agonist: -2

Results for Cc1ccc(NS(=O)(=O)c2cccc(C(=O)N3CCOCC3)c2)cc1 ?
CHRM5 PAM: 4; CHRM4 antagonist: 9; CHRM1 agonist: -3; CHRM1 PAM: 2; M1 antag: -2; TAAR1 agonist: 3; M5 antag: 1; CHRM4 agonist: 0; CHRM5 agonist: -2

Results for COC(=O)c1sc2ncccc2c1OCc1cccc(Cl)c1 ?
CHRM5 PAM: -3; CHRM4 antagonist: -8; CHRM1 agonist: -7; CHRM1 PAM: 13; M1 antag: -17; TAAR1 agonist: 2; M5 antag: -5; CHRM4 agonist: -3; CHRM5 agonist: -3

Results for O=C(CN1C(=O)c2ccccc2C1=O)N1CCN(C(=O)c2ccco2)CC1 ?
CHRM5 PAM: -3; CHRM4 antagonist: 2; CHRM1 agonist: -5; CHRM1 PAM: 9; M1 antag: -7; TAAR1 agonist: 8; M5 antag: -7; CHRM4 agonist: 0; CHRM5 agonist: 0

How did NC(=O)c1ccsc1NC(=O)COC(=O)CCOc1ccccc1 do in these assays?
CHRM5 PAM: -33; CHRM4 antagonist: 13; CHRM1 agonist: 5; CHRM1 PAM: -12; M1 antag: 15; TAAR1 agonist: 13; M5 antag: 16; CHRM4 agonist: 20; CHRM5 agonist: 9

Results for CCOC(=O)C1C(=O)NC(N2CCOCC2)=NC1C(C)C (stereo unspecified) ?
CHRM5 PAM: -3; CHRM4 antagonist: -2; CHRM1 agonist: -2; CHRM1 PAM: 3; M1 antag: -2; TAAR1 agonist: 1; M5 antag: -2; CHRM4 agonist: 1; CHRM5 agonist: -2

Results for Cc1ccc(-c2nc3c4ccccc4ccn3c2CC2CCCCC2)cc1 ?
CHRM5 PAM: 7; CHRM4 antagonist: -18; TAAR1 agonist: -1; M5 antag: 5; CHRM4 agonist: -2; CHRM5 agonist: 4

What do the screens show for `COc1ccc(C(=O)N/C(=C\c2cccs2)c2nc3ccccc3[nH]2)cc1OC`?
CHRM5 PAM: -5; CHRM4 antagonist: -24; CHRM1 agonist: -3; CHRM1 PAM: -6; M1 antag: 5; TAAR1 agonist: 6; M5 antag: -4; CHRM4 agonist: 9; CHRM5 agonist: 1

Results for CN(C1CC(C)(C)N(O)C(C)(C)C1)S(=O)(=O)CC12CCC(CC1=O)C2(C)C (stereo unspecified) ?
CHRM5 PAM: -1; CHRM4 antagonist: 3; CHRM1 agonist: -4; CHRM1 PAM: 6; M1 antag: -10; TAAR1 agonist: -1; M5 antag: 8; CHRM4 agonist: 3; CHRM5 agonist: -1

Quoted at random: 3 compounds from above.
What do the screens show for `Cc1ccc(-c2nc(CS(=O)CC(=O)NCc3ccco3)c(C)o2)cc1` (stereo unspecified)?
CHRM5 PAM: 2; CHRM4 antagonist: -3; CHRM1 agonist: -4; CHRM1 PAM: 13; M1 antag: -22; TAAR1 agonist: -2; M5 antag: 13; CHRM4 agonist: 0; CHRM5 agonist: -1

Results for CC(C)CC(=O)Nc1nnc(S(=O)(=O)Nc2ccccc2)s1 ?
CHRM5 PAM: -2; CHRM4 antagonist: 9; CHRM1 agonist: -2; CHRM1 PAM: 3; M1 antag: -3; TAAR1 agonist: 4; M5 antag: 18; CHRM4 agonist: 0; CHRM5 agonist: -3

What do the screens show for `COc1ccc(C(=O)N/C(=C\c2cccs2)c2nc3ccccc3[nH]2)cc1OC`?
CHRM5 PAM: -5; CHRM4 antagonist: -24; CHRM1 agonist: -3; CHRM1 PAM: -6; M1 antag: 5; TAAR1 agonist: 6; M5 antag: -4; CHRM4 agonist: 9; CHRM5 agonist: 1
